Compound activity: PubChem, several laboratories
GPR7 antag: antagonists of human GPR7 (neuropeptides B/W receptor 1); 290,000 tested, 1.1% active; inhibition, % at 4.4 µM; GPR7-expressing cells, fluorescence antagonist assay; P48145; AID 1861; in the data active = inhibition above about 16%, passing the limit was not always enough;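 also: cells stimulated with the agonist NPW; 0% = agonist with vehicle and 100% = vehicle without agonist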
Target sequence (P48145 whole entry, looked up): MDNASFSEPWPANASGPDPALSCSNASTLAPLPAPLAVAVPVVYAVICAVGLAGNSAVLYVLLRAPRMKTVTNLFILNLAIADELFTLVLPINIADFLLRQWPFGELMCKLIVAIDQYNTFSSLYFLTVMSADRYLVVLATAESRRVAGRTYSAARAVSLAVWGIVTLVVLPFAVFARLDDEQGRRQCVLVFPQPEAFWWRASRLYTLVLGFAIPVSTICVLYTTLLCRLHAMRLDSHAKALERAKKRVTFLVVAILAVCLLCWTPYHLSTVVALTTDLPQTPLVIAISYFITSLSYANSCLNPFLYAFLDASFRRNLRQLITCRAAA
GalR3 antag: blocks the human galanin receptor 3 | O60755 | HEK293 GalR3-CNG cAMP membrane potential fluorescence; galR3 body fused to GalR1 C-terminus | inhibition, % at 3 µM | 360,000 tested, 0.44% active;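 active = inhibition above the screen-wide average plus 3 SD, cut at about 13% in these data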;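 also: forskolin and galanin both at EC90 stimulate the cells; cAMP rise reported by CNG channel membrane potential dye signal; 0% = forskolin plus galanin with DMSO and 100% = forskolin alone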
Target sequence (O60755 1-299 limits assumed): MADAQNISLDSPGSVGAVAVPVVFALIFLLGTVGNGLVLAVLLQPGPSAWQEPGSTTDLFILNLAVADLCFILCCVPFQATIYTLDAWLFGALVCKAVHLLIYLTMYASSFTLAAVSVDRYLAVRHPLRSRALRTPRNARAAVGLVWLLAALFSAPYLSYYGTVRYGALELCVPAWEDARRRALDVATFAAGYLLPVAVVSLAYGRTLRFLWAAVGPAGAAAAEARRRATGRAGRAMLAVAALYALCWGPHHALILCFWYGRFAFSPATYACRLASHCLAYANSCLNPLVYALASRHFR
V1R ag counter: V1a receptor agonism, counter-screen for OXTR agonists; P37288; CHO-V1R cells, Fluo-8 calcium fluorescence, agonist mode; 0% DMSO, 100% 3 nM vasopressin; activation, % at 3 µM; 320,000 tested, 0.25% active;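 active = activation above the mean activation of all tested compounds plus 3 SD, per screening run, cut at about 20% in these data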;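 also: signal is peak over basal fluorescence ratio across a 100 second FLIPR read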
OXTR potentiator: human OXTR potentiation; CHO-OTR cells, Fluo-8 calcium fluorescence, potentiator mode; 0% = oxytocin EC15, 100% = EC100; P30559; activation, % at 3 µM; AID 2445; 320,000 tested, 0.061% active;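 active = activation above that plate's cutoff, the mean activation of tested compounds plus 3 SD, cut at about 6.6% in these data, passing the limit was not always enough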;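 also: 100% uses oxytocin at 75 nM as the full agonist control; some results filed as inactive read as strong as hits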
Target sequence (P30559 whole entry, looked up): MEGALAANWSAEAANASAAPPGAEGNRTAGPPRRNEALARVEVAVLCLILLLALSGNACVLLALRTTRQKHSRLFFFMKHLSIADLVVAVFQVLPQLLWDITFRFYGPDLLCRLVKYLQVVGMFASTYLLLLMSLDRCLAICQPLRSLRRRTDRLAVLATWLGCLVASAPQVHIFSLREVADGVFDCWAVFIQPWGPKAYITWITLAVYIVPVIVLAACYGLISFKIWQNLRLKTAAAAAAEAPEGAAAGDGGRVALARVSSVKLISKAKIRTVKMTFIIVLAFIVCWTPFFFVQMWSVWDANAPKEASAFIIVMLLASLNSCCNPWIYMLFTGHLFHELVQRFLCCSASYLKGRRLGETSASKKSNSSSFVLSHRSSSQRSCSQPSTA
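Replication – single well per compound, singlicate · Assay system – CHO cell line stably expressing human OTR · Timing – 6 min pre-incubation, 100 s read · Measure – normalized max/min fluorescence ratio, % activation · Doses – 3.0 µM, one dose · Detection – Fluo-8 calcium dye fluorescence · Probe or stimulus – oxytocin near EC15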
OXTR agonist: activates the human oxytocin receptor. CHO-OTR cells, Fluo-8 calcium fluorescence; normalized: DMSO 0%, oxytocin 100%. 320,000 tested, 0.32% active. activation, % at 3 µM. P30559;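 active = activation above the mean of all tested compounds plus 3 SD, cutoff set per screening run, cut at about 20% in these data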;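 also: peak over basal fluorescence ratio from a 100 s FLIPR kinetic read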
MEKK2 mut-MEK5: signal of MEK5 binding to mutant human MEKK2 PB1 domain; bead flow cytometry, Alexa488-MEK5 binding to MEKK2 mutant; percent response, % at 10 µM; 290,000 tested, 0.35% active; AID 1530; in the data active = percent response above about 24%, passing the limit was not always enough; also: inactives centre near 1; some results filed as inactive read as strong as hits
NALP1 inh: inhibitors of NALP1 inflammasome in yeast; 280,000 tested, 0.61% active; AID 2071; S. cerevisiae NALP1/ASC/caspase-1 growth, X-gal OD620, 72 h; inhibition, % at 10 µM; in the data active = inhibition mostly above about 24%, no sharp cut-off; inactive = mostly below about 32%; also: some compounds called inactive have numbers as strong as hits
MEKK2wt PB1 HTS: raises or lowers MEK5 binding to wildtype human MEKK2 PB1 domain; bead flow cytometry, Alexa488-MEK5 binding to MEKK2 WT; actives lie on both sides; binding response (% of control), % at 10 µM; 290,000 tested, 1.1% active; AID 1531; in the data active = binding response below about 67% or above about 130%
M18AAP inhibitor: blocks P. falciparum M18 aspartyl aminopeptidase | 290,000 tested, 1.2% active | inhibition, % at 7.35 µM | recombinant PfM18AAP, H-Glu-NHMec fluorogenic cleavage | AID 1822;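 active = inhibition above the campaign mean inhibition over all tested compounds plus 3 SD, cut at about 28% in these data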;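 also: 0% = plate median of test compound wells and 100% = 2 mM ZnCl2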
Active calls of the source: *; / = not tested or not shown. Not a hit list (roughly 4.1% active in at least one column).

SMILES	GPR7 antag	GalR3 antag	V1R ag counter	OXTR potentiator	OXTR agonist	MEKK2 mut-MEK5	NALP1 inh	MEKK2wt PB1 HTS	M18AAP inhibitor
Nn1c(SCc2ccc(F)cc2)nnc1-c1ccncc1	-15	-3	0.0	0	-0.6	-16	11	86	-2
COC(=O)c1c(-c2ccc(C)cc2)csc1NC(=O)C1CC=CCC1C(=O)O (configuration not stated)	-3	-5	1.8	-5	0.6	0	9	100	-5
CCOc1ccc(NC(=NCc2ccc3c(c2)OCO3)SC2CC(=O)N(c3ccccc3)C2=O)cc1 (configuration not stated)	-1	-6	-0.3	-7	1.8	3	8	106	5
Cc1ccc(S(=O)(=O)N2CCCCC2)c(C)c1NS(C)(=O)=O	-2	-1	3.7	-1	1.4	0	8	103	-9
CC(CNC(=O)CCS(=O)(=O)c1ccc2c(c1)NC(=O)CO2)c1ccccc1 (configuration not stated)	-18	2	0.4	-7	0.7	3	5	98	-1
CNC(=O)COc1ccc(Nc2nnc(-c3ccc(C)c(S(N)(=O)=O)c3)c3ccccc23)cc1	-5	-6	-0.7	-1	-1.0	-5	14	97	2
FC(F)(F)c1cnc(N2CCCN(C(=S)Nc3ccccc3)CC2)c(Cl)c1	15	40*	6.4	-11	4.0	-3	3	101	-2
CCn1nnc(NC(=S)NC(=O)c2ccc(-c3cccc(Cl)c3)o2)n1	-6	-3	-0.4	-1	-1.0	-2	/	95	3
Cc1cc(F)ccc1S(=O)(=O)Nc1c(C)n(C)n(-c2ccccc2)c1=O	-1	2	-1.1	-1	-0.3	7	-2	123	5
Cc1ccc(C(=O)N2CC(C)OC(C)C2)cc1S(=O)(=O)N1CCCCC1 (configuration not stated)	/	-2	-0.6	0	0.1	/	/	/	/
Cc1nn(-c2ccc(F)cc2)c2sc(C(=O)OC3CCOC3=O)cc12 (configuration not stated)	-5	-5	0.4	-11	1.2	-4	-6	86	4
Cc1cc(C)n2nc(C(=O)OCC(=O)c3ccccc3)nc2n1	/	-6	1.4	5	0.9	/	/	/	/
Clc1ccc(Nc2nc(NCCN3CCOCC3)nc(N3CCOCC3)n2)cc1	-1	/	0.5	-1	-2.0	19	-4	110	3
CS(=O)(=O)Nc1ccc(-c2n[nH]c(=S)n2-c2ccccc2)cc1	-13	2	-0.1	-6	-0.3	2	-7	105	31*
CC(=O)c1c(C)[nH]c(C(=O)N2CCN(c3ncccn3)CC2)c1C	-5	/	3.6	-8	1.4	9	38*	112	-5
O=C(NCc1ccccn1)c1ccc(-c2ccccc2)cc1	-3	0	0.2	-15	-1.3	-5	12	97	-3
O=C(NCCCn1cccn1)C1CCC(=O)N(Cc2cccc(C(F)(F)F)c2)C1 (configuration not stated)	0	5	0.8	-9	0.0	0	17	97	-6
CCOC(=O)c1[nH]cnc1C(=O)NC1CCN(C(=O)OC(C)(C)C)CC1	/	-10	-0.1	-3	2.3	/	/	/	/
CC1CC(Nc2ccccc2)c2ccccc2N1C(=O)c1ccco1 (configuration not stated)	-2	-5	-1.4	8	-3.3	-2	-7	95	2
Nc1nc(-c2ccc(S(=O)(=O)N3CCCCC3)cc2)cs1	/	-2	8.3	-14	14	/	/	/	/
C/C(=N\NC(=O)c1ccc(OC2CCCC2)cc1)c1ccc(C)s1	-5	-2	1.3	1	0.8	2	-13	104	-5
CC(Oc1ccc(Cl)cc1Cl)C(=O)N/N=C1\CCCc2ccccc21 (configuration not stated)	-8	-4	0.7	-5	0.3	1	23	96	-4
CCc1nc(N2CCN(C(=O)c3ccco3)CC2)c2oc3ccccc3c2n1	7	-6	-1.4	2	-1.6	-6	10	88	-16
Cc1cccc(CN2CCN(CCCc3ccccc3)CC2)c1	-2	/	0.3	3	-0.5	4	31*	111	-14
Cn1c(=O)c2c(nc(CN3CCN(C(=O)c4ccco4)CC3)n2Cc2ccc(Cl)cc2)n(C)c1=O	-10	-1	0.7	9	0.1	-5	-18	101	-4

Reformatted: entries from further up.
SMILES,GPR7 antag,GalR3 antag,V1R ag counter,OXTR potentiator,OXTR agonist,MEKK2 mut-MEK5,NALP1 inh,MEKK2wt PB1 HTS,M18AAP inhibitor
O=C(NCc1ccccn1)c1ccc(-c2ccccc2)cc1,-3,0,0.2,-15,-1.3,-5,12,97,-3
Clc1ccc(Nc2nc(NCCN3CCOCC3)nc(N3CCOCC3)n2)cc1,-1,/,0.5,-1,-2.0,19,-4,110,3
CC(Oc1ccc(Cl)cc1Cl)C(=O)N/N=C1\CCCc2ccccc21 (configuration not stated),-8,-4,0.7,-5,0.3,1,23,96,-4

(more compounds)
SMILES	GPR7 antag	GalR3 antag	V1R ag counter	OXTR potentiator	OXTR agonist	MEKK2 mut-MEK5	NALP1 inh	MEKK2wt PB1 HTS	M18AAP inhibitor
O=C(NCCc1ccccc1)C1CC(=O)N(c2ccc3c(c2)OCCO3)C1 (configuration not stated)	/	-4	-0.4	-8	-0.1	/	/	/	/
O=c1[nH]cnc(O)c1C(c1cccc([N+](=O)[O-])c1)c1c(O)nc[nH]c1=O	-8	-6	1.0	-13	0.8	-11	-2	94	-11
CCOC(=O)C1(C(F)(F)F)N=C(C(F)(F)F)Nc2ccccc21 (configuration not stated)	-7	-10	-0.5	-2	-1.0	4	0	107	6
CC1=C(C(=O)OCC2CCCO2)C(c2ccccc2)C2=C(CC(C)(C)CC2=O)N1 (configuration not stated)	-12	-2	0.1	-1	-0.1	-8	2	93	2
O=C(/C=C/c1ccc([N+](=O)[O-])cc1)Nc1cccc(S(=O)(=O)NC2=NCCCCC2)c1	/	-6	4.1	-9	2.4	/	/	/	/
COc1ccccc1NCC(=O)NN=C1CCS(=O)(=O)c2ccc(F)cc21	/	-2	2.9	-7	6.0	/	/	/	/
CC(=O)c1c(C)[nH]c(C(=O)CN2CCN(S(=O)(=O)c3ccccc3[N+](=O)[O-])CC2)c1C	/	-6	12	-10	19	/	/	/	/
CC(=O)c1ccc(OCC(O)CN2CCN(CCO)CC2)cc1 (configuration not stated)	-2	-2	-0.8	2	0.7	2	29	108	-2
CCN1C(=O)C2(Nc3ccccc3-c3nc4ccccc4n32)c2cc(OC)ccc21 (configuration not stated)	7	-3	3.6	-6	4.6	/	9	/	4
C=CCN=C(NC#N)SCc1ccccc1	-12	-5	-0.9	-7	0.1	8	0	112	3
CCOc1cc(-c2sc(Nc3ccc(CC)cc3)n[n+]2-c2ccccc2)ccc1OC	/	1	0.2	2	-1.2	/	/	/	/
Cc1ccccc1S(=O)(=O)Cc1ccc(C(=O)N(C)C2CCCCC2)o1	-13	1	3.1	-13	1.7	3	-2	98	0
Cc1nc(/C(N)=N/OC(=O)c2ccc(Cl)cc2)c(C(F)(F)F)o1	-9	-6	-0.2	-8	-0.9	1	0	99	1
CCC1CCC(C(=O)NC(C(=O)NCCCN2CCCCC2C)C(C)C)CC1 (configuration not stated)	7	-3	-0.7	2	-1.2	-1	2	99	1
O=C(Nc1ccc(Cl)cc1N1CCOCC1)C1CCCCC1	-2	-3	-1.3	-2	-2.6	-7	14	83	-7
N=C1C(c2nc(-c3ccc(Cl)cc3)cs2)=C(O)CN1NC(=O)c1ccc(O)cc1	-3	-6	9.8	-2	-0.1	5	/	102	4
CC(C)c1ccccc1NC(=S)NCCCn1ccnc1	-2	-4	0.2	-10	-0.1	-12	8	69	1
CCOc1ccc(N(CC(=O)NCc2ccco2)C(=O)CCC(=O)Nc2nccs2)cc1	5	-5	-1.6	0	-0.9	-5	6	97	2
Cc1ccc(C(=O)NCC(=O)NCC(=O)OCc2ccc(Oc3ccc([N+](=O)[O-])cc3)cc2)cc1	2	-5	9.6	-31	10	9	/	102	-1
N#C/C=C/N1CCC(Cc2ccccc2)CC1	-4	-8	-0.3	-1	0.7	1	-4	97	2
O=C(O)C1C2C=CC3(CN(C/C=C/c4ccccc4)C(=O)C13)O2 (configuration not stated)	-14	-2	0.1	4	0.3	-5	2	100	-5
CC(C)NC(=O)COc1ccc(S(=O)(=O)N2CCOCC2)cc1	-6	-1	2.2	2	0.5	6	24	118	-4
Clc1ccc(-c2cc(-c3ccccc3)on2)cc1	/	-2	0.8	-2	-0.2	/	/	/	/
COc1ccc(CNC(=O)C2CCN(C(=O)Cc3ccccc3)CC2)cc1	-5	4	1.5	-4	0.5	0	13	99	-4
Cc1cc(C)n(CC(=O)N/N=C/c2cccc([N+](=O)[O-])c2)n1	7	-2	-0.2	-8	-0.3	-1	18	94	15
Carrying on:
SMILES	GPR7 antag	GalR3 antag	V1R ag counter	OXTR potentiator	OXTR agonist	MEKK2 mut-MEK5	NALP1 inh	MEKK2wt PB1 HTS	M18AAP inhibitor
NS(=O)(=O)c1ccc(CNC(=O)CC23CC4CC(CC(C4)C2)C3)cc1	2	1	0.4	-15	2.5	/	14	/	1
CCOc1cc(/C=C/c2nc3ccccc3c(=O)[nH]2)cc(Br)c1OC	19	/	0.9	1	0.7	-7	8	98	-2
CN(CC(=O)Nc1ccccc1Br)C(=O)c1ccc(-c2ccc(Cl)cc2)o1	-4	0	1.2	-5	-0.2	0	10	104	-3
C[C@@]12C(=O)NCC(=O)N1[C@@H]1c3cc(Br)ccc3OC[C@@H]1[C@@H]2c1ccccc1	/	-5	0.0	7	-0.5	/	/	/	/
O=C(O)C[C@H]1c2cc(C(F)(F)F)ccc2S(=O)(=O)N1C1CCN(Cc2ccccc2)CC1	/	-5	-0.7	-10	-0.4	0	/	102	/
CCCCNC(=O)C(CC)(ONc1ccccc1C(F)(F)F)c1ccccc1OC (configuration not stated)	/	-3	-1.5	2	-1.4	/	/	/	/
Cc1ccccc1CSc1nnc(C)n1N	-4	-4	-0.3	-5	0.5	4	12	99	0
Oc1ccc(-c2sc(Nc3ccccc3)n[n+]2-c2ccc(F)cc2)cc1	5	-4	-0.6	3	-0.1	9	-3	102	-2
COc1cc(CN2CCCCCC2)cc(Br)c1O	-17	-4	/	/	/	0	15	102	0
CC(c1cccnc1)N(CCN(C)C)C(=O)Nc1ccc(Cl)c(Cl)c1 (configuration not stated)	-2	-1	0.6	-3	0.7	0	/	107	-3
O=C1N=C(N2CCOCC2)S/C1=C/c1cc2c(cc1[N+](=O)[O-])OCO2	-7	-4	1.0	-1	-0.2	-2	11	101	5
CCOC(=O)c1oc2ccc(S(=O)(=O)n3nc(-c4ccc(C)cc4)cc3N)cc2c1C	3	1	1.7	1	0.3	-5	-13	95	3
N#Cc1ccccc1-n1c(N)c(C(=O)N2CCCC2)sc1=S	-8	-4	4.0	-7	3.8	/	9	/	29*
O=C(N/N=C/c1ccc([N+](=O)[O-])cc1)c1cnccn1	-10	-2	1.5	-3	-0.1	-19	/	64	-11
CC(=O)Nc1ccc2c(c1)nc(CCNC(=O)c1ccccc1)n2C	-4	-5	0.9	-14	0.0	3	25	98	-2
Cc1ccc(S(=O)(=O)NCC(=O)OCC(=O)N(Cc2ccccc2)C(C)(C)C)cc1	-2	-1	2.2	0	-1.1	2	35	100	-9
COc1cc(NS(=O)(=O)c2ccc(N/C=C(\C=O)c3nc4ccccc4o3)cc2)nc(OC)n1	-13	-9	0.3	-4	-0.1	0	25	101	5
CCCCN(C)CCN1C(=O)C2C(C(=O)Nc3cccc(OC)c3)C3C=CC2(O3)C1C(=O)NC1CCCCC1C (configuration not stated)	-2	-8	0.1	-5	-1.1	-4	24	100	0
Cc1ccc(S(=O)(=O)CC(O)COc2ccc(C#N)cc2)cc1 (configuration not stated)	-9	-7	0.7	-1	-0.6	-2	8	97	3
